Compound activity: PubChem, National Center for Advancing Translational Sciences (NCATS)
Integrin act MD: qHTS for Activators of Integrin-Mediated Alleviation for Muscular Dystrophy; AID 624291, 2012; Potency, µM (doses to about 38.3 µM), without a hit: at the top dose activation, actives largely listed as activators; alpha7betagal myoblasts, beta-gal FDG fluorescence, 48 h; hit rate 0.064% among 350,000;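 note: potency is the fitted concentration of half-maximal effect; 100% = response of the positive control SU9516; nearly all actives have a fitted effect of over 60% in size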
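alpha7betagal+/- myoblasts (passage 13, 250/well) treated 48 h at 37C with compounds at 1:260 dilution of DMSO stock. Lysed, then beta-galactosidase activity read as FDG fluorescence (ex 480/em 540) after 30 min, with pre-read for autofluorescence.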
Giardia killer: Small Molecules that selectively kill Giardia lamblia: qHTS; Giardia lamblia trophozoite viability; activity change, % at 7.66 µM, hits read low; hit rate 0.15% among 340,000; in the data active = activity change below about -80%; inconclusive = between about -30% and that limit;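 note: parasites exposed to compound for two days anaerobically before the ATP read; % is set by controls: 0 for no effect and ±100 for the full control effect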
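ATP-content bioluminescence gauges trophozoite survival. Cells (100/well) receive compound and incubate anaerobically for 48 hrs at 37 deg C; detection reagent follows for 15-30 min at room temperature.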
PKM2 act: qHTS Assay for Activators of Human Muscle isoform 2 Pyruvate Kinase. Pyruvate kinase PKM (Homo sapiens), P14618. purified PKM2, Kinase-Glo ATP luminescence, activation; response scale: 0% is enzyme alone, no compound. Potency, µM (doses to about 57.5 µM), inactives show top-dose activation, most hits filed as activators. hit rate 0.34% among 260,000; note: potency is the fitted concentration of half-maximal effect; % is set by controls: 0 for no effect and ±100 for the full control effect; nearly all actives have a fitted effect of over 55% in size
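Purified hPK-M2 (>95%) run at intermediate activity with 0.1 mM ADP and 0.5 mM PEP in 50 mM imidazole pH 7.2, KCl, MgCl2; 1 h room temperature. ATP formed read by Kinase-Glo luminescence; normalized to uninhibited and no-enzyme controls.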
PTAP TSG101 blk: qHTS Assay for Iinhibitors of HIV-1 Budding by Blocking the Interaction of PTAP/TSG101; 340,000 tested, under 10 active; Potency, µM (titrated, usually from 115 µM), for the others: top-dose activity change, negative = inhibition, usual class: inhibitors; Fluorescence polarization, FITC-PTAP peptide / Tsg101 binding; active = well fitted inhibition curve with a large enough effect in the main read-out, with a control signal flat, not every such curve was filed as active; inconclusive = small, poorly fitted or top-dose-only effect, or effect the other way, or a change in a side signal; inactive = no such curve, though single readings can be large or run the other way; note: potency is the fitted concentration of half-maximal effect; % of control where 0% means no effect
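Fluorescence polarization binding of Tsg101 binding domain (10 uM final) to FITC-labeled PTAP peptide (50 nM final) in HEPES pH 7.5 buffer with NaCl, Tween 20, EDTA, TCEP. Compounds added before peptide; binding 20 min at RT.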
B2AR arrestin: qHTS assay of beta-arrestin-biased ligands of beta2-adrenergic receptor; Potency, µM (doses to about 46.1 µM), without a hit: at the top dose activation, usual class: activators; Beta-2 adrenergic receptor (Homo sapiens), P07550; hit rate 0.02% among 330,000; beta-arrestin recruitment to beta2AR, cell-based reporter;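 note: potency is the fitted concentration of half-maximal effect; 0% = DMSO controls and full agonism = EC100 isoproterenol or metaproterenol; nearly all actives have a fitted effect of over 65% in size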
Chronic BCR inh: qHTS Assay to Find Inhibitors of Chronic Active B-Cell Receptor Signaling | Potency, µM (titrated, usually from 46.1 µM), without a hit: at the highest dose ratio change, negative = lower green/red ratio, actives largely listed as inhibitors | hit rate 0.05% among 340,000 | ABC-DLBCL IkBa-CBG/CBR reporter, luminescence ratio, 4 h; active = well fitted inhibition curve with a large enough effect in the signal ratio, with a control signal flat, not every such curve was filed as active; inconclusive = small, poorly fitted or top-dose-only effect, or effect the other way, or a change in a side signal; the % refers to the signal ratio;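 note: potency is the fitted concentration of half-maximal effect; plate controls were basal doxycycline-induced cells for no effect and cells given 10 µM MG132 for full effect; MG132 reads +100%, hits lower the ratio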
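Compounds up to 46 uM were incubated four hours with TMD8 cells whose green CBG68 luciferase is fused to IkappaBalpha; red CBR luminescence normalised the signal, and concentration-effect curves were fitted to fusion, red and ratio data.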
ASM inhibitor: Inhibitors of Secretory Acid Sphingomyelinase (S-ASM): qHTS; Sphingomyelin phosphodiesterase (Homo sapiens), P17405; AID 504937, 2011; Potency, µM (titrated, usually from 57.5 µM), for the others: at the top dose activity change, negative = inhibition, most hits filed as inhibitors; placental ASM, HMU-PC fluorogenic substrate, 60 min; hit rate 0.006% among 340,000; note: potency is the fitted concentration of half-maximal effect
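Human placenta-derived ASM preincubated with compound 10 min at room temperature, then reacted with 9 uM (final) fluorogenic HMU-PC substrate for 60 min at 37 C. Stop solution raises pH to 10; fluorescence read at Ex 386/Em 447 nm.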
FBPA coupling cs: qHTS Assay for Inhibitors of Fructose-1,6-bisphosphate Aldolase from Giardia Lamblia: Coupling assay counterscreen; coupling enzyme system counterscreen, AmpLite Red fluorescence; activity change, negative = inhibition, % at 58.2 µM, hits read low; hit rate 0.67% among 290,000; AID 2472, 2010; in the data active = activity change below about -30%; note: % is set by controls: 0 for no effect and ±100 for the full control effect
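Counterscreen lacking aldolase: glyceraldehyde-3-phosphate coupling-enzyme reagent preincubated 10 min at RT with compound (at 57.5 uM final), then substrate/coupling system with AmpLite Red added; fluorescence read at 525/598 nm after 20 min RT.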
Tb PFK inh: qHTS Assay to Find Inhibitors of T. brucei phosphofructokinase | T. brucei PFK, ADP-Glo luminescence | Potency, µM (series often up to 57.5 µM), inactives show top-dose activity, negative = inhibition, usual class: inhibitors | hit rate 0.17% among 330,000 | AID 485367, 2010;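 note: potency is the fitted concentration of half-maximal effect; 0% = uninhibited 1x PFK enzyme wells and -100% = no-enzyme wells; nearly all actives have a fitted effect of over 60% in size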
Target sequence (O15648 whole entry, looked up): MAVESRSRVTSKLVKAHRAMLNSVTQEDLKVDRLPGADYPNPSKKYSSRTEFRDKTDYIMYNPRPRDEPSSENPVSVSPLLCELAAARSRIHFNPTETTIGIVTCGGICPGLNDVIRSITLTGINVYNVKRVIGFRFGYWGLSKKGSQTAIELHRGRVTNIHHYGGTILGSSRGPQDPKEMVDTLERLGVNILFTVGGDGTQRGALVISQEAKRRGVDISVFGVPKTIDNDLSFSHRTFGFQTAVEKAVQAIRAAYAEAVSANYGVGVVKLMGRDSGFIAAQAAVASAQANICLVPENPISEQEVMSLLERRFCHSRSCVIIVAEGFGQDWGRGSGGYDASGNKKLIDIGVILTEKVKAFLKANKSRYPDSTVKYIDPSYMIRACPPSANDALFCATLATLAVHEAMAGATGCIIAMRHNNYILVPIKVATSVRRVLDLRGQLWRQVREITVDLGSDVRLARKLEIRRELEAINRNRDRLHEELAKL
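ADP-Glo luminescence quantified ADP after 45 min at room temperature, with 1.25 nM T. brucei PFK, 0.1 mM ATP and 0.5 mM fructose-6-phosphate in pH 8.0 TEA buffer. qHTS titrations up to 57 µM; curves classified by quality.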
GALK inhibitor: qHTS Assay for Inhibitors of Human Galactokinase (GALK); Purified GALK, Kinase-Glo residual ATP luminescence; hit rate 0.007% among 270,000; Potency, µM (series often up to 57.5 µM), inactives show top-dose activity change, negative = inhibition, usual class: inhibitors; note: potency is the fitted concentration of half-maximal effect; % is set by controls: 0 for no effect and ±100 for the full control effect
Target sequence (P51570 whole entry, looked up): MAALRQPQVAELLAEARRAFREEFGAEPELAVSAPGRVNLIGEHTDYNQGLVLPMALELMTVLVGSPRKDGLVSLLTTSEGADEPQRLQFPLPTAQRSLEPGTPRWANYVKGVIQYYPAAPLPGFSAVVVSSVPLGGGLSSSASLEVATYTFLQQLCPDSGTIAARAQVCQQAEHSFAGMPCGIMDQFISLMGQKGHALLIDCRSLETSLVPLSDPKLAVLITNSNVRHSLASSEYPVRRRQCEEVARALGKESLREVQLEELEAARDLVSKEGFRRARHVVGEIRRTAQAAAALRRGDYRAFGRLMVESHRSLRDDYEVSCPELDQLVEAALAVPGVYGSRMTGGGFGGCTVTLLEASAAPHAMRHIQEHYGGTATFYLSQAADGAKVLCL
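5 nM enzyme, 35 uM ATP, 100 uM galactose, 20 mM HEPES pH8.0, 5 mM MgCl2; 1 h RT; residual ATP by Kinase-Glo Plus luminescence, qHTS format.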
Menin MLL FP TR: qHTS Assay for Inhibitors Targeting the Menin-MLL Interaction in MLL Related Leukemias: Competition With Texas Red Labeled MLL-derived Mutant Peptide; Potency, µM (doses to about 61.6 µM), for inactives: at the top dose FP activity change, negative = inhibition, usual class: inhibitors; O00255; hit rate 0.23% among 270,000; AID 1768, 2009; Menin + Texas Red MLL mutant peptide, fluorescence polarization; active = well fitted inhibition curve with a large enough effect in the polarisation, with a control signal flat, not every such curve was filed as active; inconclusive = small, poorly fitted or top-dose-only effect, or effect the other way, or a change in a side signal; inactive = no such curve, though single readings can be large or run the other way; the % refers to the polarisation; note: potency is the fitted concentration of half-maximal effect; % of control where 0% means no effect; many of its hits are not listed in these tables
* hit, by the source's call; ? = inconclusive; . = no result given; [ ] = dose if it differs, or a comment. Unless noted, calls come from the whole dose curve; as a rule, active = well fitted curve in the direction sought with a large enough effect; inconclusive = small, poorly fitted or top-dose-only effect, or another doubt; inactive = no such curve, though single readings can be large; an effect the other way counts as inactive or inconclusive. The list is partial. The share of hits here may be higher or lower than overall.

SMILES | Integrin act MD | Giardia killer | PKM2 act | PTAP TSG101 blk | B2AR arrestin | Chronic BCR inh | ASM inhibitor | FBPA coupling cs | Tb PFK inh | GALK inhibitor | Menin MLL FP TR
Cc1onc(C(=O)NC(C)c2ccccc2)c1[N+](=O)[O-] (stereo unspecified) | -13% | 1 | 4% | -5% | -0.6% | -27% | -1% | -4 | -3% | 5% | 30%
Cc1sc2nc(CSc3ccccc3)nc(N3CCOCC3)c2c1C | -15% | 7 | 0% | 0% | -0.1% | ? | -3% | 3 | -2% | 0% | 10%
Cc1cc(C)c2nc(SCC(=O)Nc3cc(C)on3)c(C)cc2c1 | -5% | -20 | . | -3% | -0.1% | 0% | 2% | 1 | ? | -1% | 15%
Cc1cc(=O)n(-c2ccc3ccccc3n2)[nH]1 | 0%[7.66 µM] | -5 | 6% | 0% | 0.6% | ? | -3% | 0 | 2% | 1% | 23%
CCCc1cc(N2CCCC(C(=O)Nc3ccc(OC)cc3OC)C2)n2ncnc2n1 (stereo unspecified) | -28%[7.66 µM] | 14 | -5% | -2% | 0.2% | 2% | 4% | 0 | 2% | 7% | -5%
O=C(Nc1ccc(C(=O)N2CCCC2)cc1)c1ccc2c(c1)OCO2 | 4%[7.66 µM] | -17 | -46% | -3% | -0.1% | 18% | 2% | 0 | 2% | 2% | 3%
COc1cccc(-c2nnn(CC(=O)O)n2)c1 | -15% | -7 | 1% | -2% | -0.4% | -3% | 9% | -1 | -4% | 2% | 6%
O=C(CSc1ncccn1)NCCc1ccccc1 | -34% | 6 | -7% | -4% | -0.8% | ? | 3% | 1 | 0% | -1% | 5%
CCN1C[C@@H]2[C@@H]3C(=O)N(Cc4ccccc4)C(=O)[C@@H]3[C@](C)(C(=O)OC)N2C1=NC | 9% | 1 | . | 1% | -2.0% | -2% | 3% | . | -1% | . | .
CC(=O)Nc1c2c(nn1-c1cccc(Cl)c1)CS(=O)(=O)C2 | 14% | -1 | -1% | -5% | 0.3% | 0% | 3% | -8 | 1% | -3% | 10%
COc1cc(C(=O)Nc2ccccc2N2CCOCC2)ccc1OCc1c(C)noc1C | 2% | 0 | -5% | -1% | -1.9% | -12% | -4% | 7 | 0% | 3% | 12%
Cn1nc(C(C)(C)C)c(NC(=O)c2sccc2Cl)c1C(C)(C)C | -3% | 3 | 0% | 0% | -1.0% | -15% | -1% | 5 | -4% | 6% | .
Cn1c(NCCc2ccccc2)cc(=O)n(C)c1=O | -1% | -1 | 6% | -1% | 0.4% | ? | -2% | -5 | -7% | 1% | 2%
Cc1cc(C)nc(SCC(=O)OCC(=O)N(C)c2c(N)n(Cc3ccccc3)c(=O)[nH]c2=O)n1 | ? | -2 | 0% | -1% | -0.5% | 1% | -1% | 2 | 1% | 5% | -6%
CC1c2[nH]c3ccccc3c2C[C@H]2C(=O)N(CCCO)CC(=O)N12 (stereo partly specified) | 0% | -21 | . | -2% | -1.1% | -1% | 2% | 3 | -2% | -1% | 3%

Next section, starting with the last two of the part before.
SMILES | Integrin act MD | Giardia killer | PKM2 act | PTAP TSG101 blk | B2AR arrestin | Chronic BCR inh | ASM inhibitor | FBPA coupling cs | Tb PFK inh | GALK inhibitor | Menin MLL FP TR
Cc1cc(C)nc(SCC(=O)OCC(=O)N(C)c2c(N)n(Cc3ccccc3)c(=O)[nH]c2=O)n1 | ? | -2 | 0% | -1% | -0.5% | 1% | -1% | 2 | 1% | 5% | -6%
CC1c2[nH]c3ccccc3c2C[C@H]2C(=O)N(CCCO)CC(=O)N12 (stereo partly specified) | 0% | -21 | . | -2% | -1.1% | -1% | 2% | 3 | -2% | -1% | 3%
O=c1cc(CN2CCN(S(=O)(=O)c3ccccc3)CC2)nc2ccc(Cl)cn12 | -29% | 7 | . | 0% | -0.9% | ? | 1% | . | 3% | . | .
O=C(CCCOc1ccc(Cl)cc1Cl)NCCCn1ccnc1 | -33% | 20 | -2% | -2% | -0.1% | 3% | 6% | 2 | -8% | -1% | 1%
CCC(C)NC(=O)CCC(=O)Nc1ccc2nc(N3CCOCC3)cc(C)c2c1 (stereo unspecified) | 3% | -13 | -1% | 0% | 0.5% | 8% | 444%[activator] | -6 | 1% | . | -5%
CC1CCCN(S(=O)(=O)c2ccc(NC(=O)C3CCN(C(=O)C(C)(C)C)CC3)cc2)C1 (stereo unspecified) | ? | 1 | . | -2% | -0.1% | -5% | 0% | . | 20% | . | .
CCNC(=S)Nc1cc2oc3ccccc3c2cc1OC | 23% | 7 | 9% | 0% | 0.0% | 3% | 0% | . | 2% | -2% | .
COC(=O)CCC(=O)OC1(C)C(=O)C=C2C=C(C3CC3)N(CCN3CCOCC3)C=C2C1=O (stereo unspecified) | 1% | 15 | 9%[11.5 µM] | 0% | -0.5% | 6% | 4% | -46* | -5% | -1% | ?
Fc1cc2[nH]c(=S)[nH]c2c(Br)c1N1CCSCC1 | ? | -21 | . | -3% | 0.1% | -20% | -8% | 3 | -23% | 0% | -8%
COc1ccc(-c2cc(-c3ccccc3)n3ncnc3n2)cc1 | 4% | -3 | -7% | -5% | 0.2% | ? | 71%[activator] | -1 | 0% | 0% | 5%
N/C(=N\OC(=O)Oc1ccccc1)c1cccc([N+](=O)[O-])c1 | 16% | -3 | 1% | 2% | -0.2% | 3% | 0% | 4 | 0% | 1% | -2%
COc1cc(-c2nnc(COC(=O)CSCC(=O)Nc3cc(C)on3)o2)cc(OC)c1OC | -10% | -9 | . | 0% | -0.3% | -8% | 1% | . | 1% | . | .
CN(C)C(=O)c1ccc2c(c1[N+](=O)[O-])C(=O)c1ccccc1C2=O | 0% | -1 | 3% | -5% | -0.2% | ? | 2% | -43* | 2% | 0% | -5%
COc1ccc(OCc2cc(C(=O)NCC3CCCCO3)no2)c(Cl)c1 (stereo unspecified) | -7% | -15 | . | -3% | 0.5% | 1% | -3% | -1 | 1% | 2% | -4%
COc1ccc(NC(=S)N(CCN2CCOCC2)Cc2cc3cc4c(cc3[nH]c2=O)OCO4)cc1 | . | . | 1% | . | 0.1% | 1% | . | 2 | 1% | 8% | -3%
O=C(O)c1ccc(OCC(F)(F)F)nc1 | 13% | 3 | -6% | 4% | 0.3% | -6% | 0% | 4 | -4% | 5% | .
C(=C\n1nnc2ccccc21)/c1ccccn1 | 23% | -7 | . | . | 0.4% | . | 4% | . | 4% | . | .
CCCN1CCN(S(=O)(=O)c2ccc(-c3cc(C)no3)s2)CC1 | 25% | 26 | 5%[0.46 µM] | -8% | 0.2% | 2% | 0% | 1 | -1% | 0% | 12%
OCC1(Cc2ccc(F)cc2)CCCN(Cc2ccc(F)cc2Cl)C1 (stereo unspecified) | -14% | 0 | 1% | -5% | -0.2% | 1% | 9% | -5 | 0% | 0% | -13%
O=C(Nc1ccn(-c2ccccc2)n1)c1ccccc1Br | -15% | -13 | 0% | -1% | -2.1% | ? | -4% | -7 | 1% | 0% | -14%
O=C(CCC(=O)NC1CCCCCC1)Nc1nnc(C(F)(F)F)s1 | 21% | -10 | 0% | -3% | 0.1% | 2% | -2% | 7 | 1% | -1% | 9%
O=C(Nc1nccs1)c1ccccc1N=Cc1ccccc1 | 28% | -7 | 5% | -1% | 0.4% | 13% | . | 3 | 2% | -3% | ?
COc1cccc(CC2CC(=O)N(CCc3ccc4c(c3)OCO4)C2=O)c1 (stereo unspecified) | -15% | -8 | 0% | -6% | 0.2% | ? | -1% | 2 | -3% | 3% | -14%
